DRD3 agonist: agonists of human D3 dopamine receptor. P35462. D3R DiscoveRx beta-arrestin cells, luminescence, 90 min. max activation, %. 0.58% of 410,000 active. AID 652048; in the data active = max activation above about 30%; also: 0% is about no effect; mostly tested at two doses, the higher about 12 µM
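Cells at 1500/well, incubated overnight, then treated with pinned compounds (dopamine as control) for 90 min at 37 degrees C. DiscoveRx reagent added for 30 - 60 minutes at room temperature; luminescence read.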
IL-2 act: activators of IL-2 | AID 652025 | 0.065% of 360,000 active | activation, % (series mostly up to about 46 µM) | IL-2 activation reporter assay, cell-based qHTS; stimulated with anti-CD3/CD4/CD28 beads; in transgenic mouse T cells; in the data active = activation above about 50%; inconclusive = mostly about 30% to 49%; also: 0% is about no effect
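EGFP and DsRed fluorescence is measured by plate cytometry in unstimulated transgenic mouse T cells exposed to compound for 60 minutes, then stimulated 18 hours at 37 degrees C with anti-CD3/anti-CD4 beads plus anti-CD28.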
WRN inhibitor: blocks human WRN helicase; Potency, µM (titrated, usually from 114 µM), inactives show at the top dose activity change, negative = inhibition, usual class: inhibitors; AID 651768; WRN helicase unwinding, fluorescent forked duplex, kinetic; 0.46% of 360,000 active; Q14191; also: potency is read from the fitted curve at half-maximal effect; % is scaled to controls: 0 for no effect and ±100 for the full control effect; nearly all actives have a fitted effect of over 55% in size
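WRN at 20 nM final preincubated with compound 15 min at room temperature; reaction started with 100 nM fluorophore/quencher forked duplex oligonucleotide and 2 mM ATP final. Unwinding followed kinetically by red fluorescence (ex 525, em 598 nm).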
HEK293 tox: cytotoxicity in counter-screen for GLP-1R inverse agonists; Potency, µM (titrated, usually from 38.3 µM), for inactives: at the highest dose activity change, negative = inhibition, most hits filed as inhibitors; HEK293 cAMP-luciferase reporter cells, luminescence, 24 h; 0.13% of 410,000 active;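 also: loss of luciferase light is scored as toxicity; potency is read from the fitted curve at half-maximal effect; % is scaled to controls: 0 for no effect and ±100 for the full control effect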
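MLSMR compounds, 24 hr on cells at 37 deg C/5% CO2; luminescence after luciferase reagent (12 min RT). Inhibition counted as the undesired cytotoxic outcome.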
D3 antag: blocks the human D3 dopamine receptor | max response, negative = inhibition, % | 2.5% of 360,000 active | AID 652054 | D3R cells, DiscoveRx beta-arrestin luminescence, antagonist mode; stronger effect = lower value; in the data active = max response below about -50%; inconclusive = no clear call, values can overlap the other calls; also: % is scaled to controls: 0 for no effect and ±100 for the full control effect; mostly tested at two doses, the higher about 12 µM
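Cells plated overnight at 1500 cells/well, then exposed to library compounds with dopamine controls for 90 minutes at 37 degrees C. DiscoveRx reagent added for 30–60 minutes at room temperature; luminescence read, quantitative HTS format.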
GLP-1R agonist: agonists of human GLP-1 receptor; HEK293 GLP-1R CRE-luciferase, luminescence, 4-6 h; cells express a hypersensitive GLP-1R form; Potency, µM (top dose mostly 45.6 µM), for inactives: top-dose activation, hits mostly activators; 0.007% of 380,000 active; AID 624172; also: potency is read from the fitted curve at half-maximal effect; % of control where 0% means no effect
PLK1 PBD inh: blocks phosphopeptide binding to human PLK1 polo-box domain; Potency, µM, for inactives: max response, negative = inhibition, most hits filed as inhibitors; AID 720504; 2.8% of 360,000 active; Plk1 PBD binding of FITC phosphopeptide, fluorescence polarization; P53350; also: potency is read from the fitted curve at half-maximal effect; series mostly up to about 57 µM; % is scaled to controls: 0 for no effect and ±100 for the full control effect; nearly all actives have a fitted effect of over 65% in size
Target sequence (P53350 whole entry, looked up, the tested form may be a part): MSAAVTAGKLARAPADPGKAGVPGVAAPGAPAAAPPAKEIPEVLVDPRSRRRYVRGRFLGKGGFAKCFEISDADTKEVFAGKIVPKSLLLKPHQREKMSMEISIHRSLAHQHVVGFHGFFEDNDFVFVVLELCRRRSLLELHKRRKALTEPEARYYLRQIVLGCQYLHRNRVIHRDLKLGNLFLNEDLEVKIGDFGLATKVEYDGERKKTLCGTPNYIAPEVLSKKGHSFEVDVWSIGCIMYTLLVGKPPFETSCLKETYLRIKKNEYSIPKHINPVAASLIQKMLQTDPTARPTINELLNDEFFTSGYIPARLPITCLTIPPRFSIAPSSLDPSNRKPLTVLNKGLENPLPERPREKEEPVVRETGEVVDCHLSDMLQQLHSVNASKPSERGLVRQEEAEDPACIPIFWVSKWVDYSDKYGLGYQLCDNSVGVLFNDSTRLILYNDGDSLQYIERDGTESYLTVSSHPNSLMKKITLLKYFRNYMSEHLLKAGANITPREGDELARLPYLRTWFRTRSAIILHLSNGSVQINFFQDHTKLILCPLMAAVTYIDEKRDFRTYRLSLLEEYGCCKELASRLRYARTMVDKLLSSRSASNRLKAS
PI5P4K alpha inh: PI5P4K alpha (human) kinase inhibition; PI5P4Kalpha enzyme, ADP-Glo luminescence, 60 min; stronger effect = lower value; 1.2% of 330,000 active; max response, %; P48426; active = max response of -50% or lower; inconclusive = between -30% and -50%; inactive = -30% or higher; also: value at the top dose of about 77 µM; % is scaled to controls: 0 for no effect and ±100 for the full control effect
Target sequence (P48426 whole entry, looked up): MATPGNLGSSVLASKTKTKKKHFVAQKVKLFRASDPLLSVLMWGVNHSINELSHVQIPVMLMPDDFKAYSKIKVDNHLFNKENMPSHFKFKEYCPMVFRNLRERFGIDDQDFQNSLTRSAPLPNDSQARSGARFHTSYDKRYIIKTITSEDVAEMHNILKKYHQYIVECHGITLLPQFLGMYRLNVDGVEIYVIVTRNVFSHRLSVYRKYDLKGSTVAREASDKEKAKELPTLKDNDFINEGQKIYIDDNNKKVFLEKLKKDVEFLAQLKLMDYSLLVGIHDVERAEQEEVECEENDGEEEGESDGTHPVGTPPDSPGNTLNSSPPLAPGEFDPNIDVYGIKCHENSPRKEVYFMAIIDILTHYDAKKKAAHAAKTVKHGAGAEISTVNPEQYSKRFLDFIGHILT
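Controls without substrate or without enzyme flank wells where PI5P4Kalpha converts substrate using 5 microM ATP (final). Incubation lasts 60 minutes at room temperature; ADP formed is read by ADP-Glo luminescence.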
GLP-1R inv ag: inverse agonists of human GLP-1 receptor; P43220; HEK293 GLP-1R CRE-luciferase, luminescence, 24 h; GLP-1R form is constitutively active; Potency, µM (series often up to 38.3 µM), for the others: at the highest dose activity change, negative = inhibition, hits mostly inhibitors; 1.6% of 410,000 active; AID 624417; also: potency is read from the fitted curve at half-maximal effect; % is scaled to controls: 0 for no effect and ±100 for the full control effect; nearly all actives have a fitted effect of over 55% in size
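GLP-1R inverse agonism mode: basal reporter luminescence in engineered HEK293 cells measured after one day of compound exposure at 37 deg C, with a 12 min room-temperature detection step.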
An asterisk follows results filed as active; ? = inconclusive; / = not tested or not shown; [ ] = remark or other dose. Unless noted, calls follow the shape of the dose curve; as a rule, active = well fitted curve in the direction sought with a large enough effect; inconclusive = small, poorly fitted or top-dose-only effect, or another doubt; inactive = no such curve, though single readings can be large; an effect the other way counts as inactive or inconclusive.

SMILES	DRD3 agonist	IL-2 act	WRN inhibitor	HEK293 tox	D3 antag	GLP-1R agonist	PLK1 PBD inh	PI5P4K alpha inh	GLP-1R inv ag
Cn1c(=O)n(CCCOc2ccc(Cl)cc2)c2ccccc21	-12	1.1	-15%	8%	6	21%	-4%	4	?
Nc1nc(=S)c2ncn(C3CCCCC3)c2[nH]1	-3	0.0	-28%	-15%	-8	11%	-20%	-22	22%
CCc1ccc(-c2ccc3nnc(SC)n3n2)cc1	4	-0.5	-10%	5%	-9	21%	0%	0	17%
O=c1c2ccccc2ncn1CCCSc1ccc(Cl)cc1	0	-2.2	-2%[57.1 µM]	-2%	11	1%	-7%	9	?
CC(=O)Nc1ccc(-c2nnc(SCC(=O)Nc3ccc4c(c3)oc3ccccc34)n2C)cc1	1	0.3	2%	1%	15	-8%	-3%	1	58%[activator]
Cc1c(C(=O)Nc2ccccn2)oc2ccc(Br)cc12	-1	0.1	-4%[11.6 µM]	3%	-1	-2%	-9%	-25	8%
COC(=O)C1CCN(C(c2ccc(OC)c(OC)c2)c2sc3nc(C)nn3c2O)CC1 (stereo not drawn)	3	-2.9	13%	-4%	-5	11%	2%	0	9%
CC(C)(C)c1ccc(S(=O)(=O)NC(=O)C2(C)CCN2C(=O)Cc2cccc3ccccc23)cc1 (stereo not drawn)	-7	0.1	6%	-8%	13	0%	?	-2	-18%
CCCCc1nc2n[nH]c(N)c2c2c1CCC2	6	0.5	-4%	-12%	33	32%	-6%	-5	64%[activator]
COc1ccc(C(=O)Nc2ccc(S(=O)(=O)N3CCCCC3)cc2)cc1	4	-0.7	-13%	-5%	-11	-9%	1%	0	?
COc1cccc(NC(=O)CN(C)C(C)C(=O)NC(=O)NC2CCCCC2)c1 (stereo not drawn)	-3	0.9	6%	1%	-15	0%	-4%	-6	?
CCc1nnc(NC(=O)c2ccc(NC(=O)C(C)C)cc2)s1	10	-0.1	-3%	-4%	5	-1%	-9%	-1	0%
CSc1ncccc1C(=O)OCC(=O)NC1CCCCC1	-4	0.1	0%	7%	0	-7%	-1%	3	4%
CCCSc1nc2c(c(=O)n(C)c(=O)n2C)n1C	0	1.5	1%	0%	11	-4%	-11%	4	2%
CC(C)N(C(=O)[C@H]1C[C@H](CC(=O)NCCN2CCOCC2)C(=O)N2CCc3c([nH]c4cc(CCC(=O)N(C)C)ccc34)[C@]12C)C(C)C	3	0.6	-3%	-5%	13	5%	-6%	-1	12%
CCCOC(=O)/C=C/c1c(C)[nH]c(=O)[nH]c1=O	3	-0.9	-33%[57.1 µM]	-2%	-5	15%	-13%	-12	12%
CCN=C(NS(=O)(=O)c1ccc(Br)cc1)c1ccc(Cl)cc1	-15	0.7	-2%	-5%	-4	0%	0%	4	14%
COc1ccc(OC)c(C2C(C(C)=O)=C(O)C(=O)N2c2ccc(F)cc2)c1 (stereo not drawn)	8	-0.2	-2%	7%	10	-2%	-9%	3	10%
CN(C(=O)COC(=O)/C=C/c1ccc(C(F)(F)F)cc1)c1c(N)n(Cc2ccccc2)c(=O)[nH]c1=O	0	-3.4	3%	17%	10	1%	1%	54	-5%
COCc1c(C(=O)Nc2nc(C)cs2)oc2ccccc12	2	-0.7	4%	0%	1	-4%	-7%	-5	-22%
O=C(N/N=C/c1ccccc1Cl)c1cccc(F)c1	-26	0.2	2%	1%	-6	12%	-6%	/	-1%
Cc1ccc(C(=O)N/C(=C/c2ccco2)C(=O)NCC2CCCO2)cc1 (stereo not drawn)	6	0.1	-33%[57.1 µM]	2%[1.53 µM]	8	-2%	-5%	1	9%
CC1(C)OC2OC(C(=O)N/N=C/c3ccccc3F)C3OC(C)(C)OC3C2O1 (stereo not drawn)	3	-2.8	5%	-13%	11	10%	-1%	-4	-11%
NC(=O)C1CCN(C(=O)N2c3ccccc3Sc3ccccc32)CC1	11	-0.5	-21%	0%	-14	7%	-5%	/	-24%
CCCOc1ccc(N2CC(C(=O)Nc3ncccc3C)CC2=O)cc1 (stereo not drawn)	1	-1.3	-23%	-13%	-1	18%	-7%	2	-16%
C=CCSc1nnc(NC(=O)CSCc2c(C)noc2C)s1	4	-1.1	-4%	?	-8	7%	-3%	7	-20%
C[C@]12c3[nH]c4cc(-c5ccco5)ccc4c3CCN1C(=O)[C@@H](CC(=O)NCCc1ccccn1)C[C@@H]2C(=O)N1CCCCC1	4	-0.2	9%[11.6 µM]	-1%	-26	1%	-7%	3	-7%
CC(=O)Nc1nc(C)nc(C)c1C(C)=O	1	-2.7	11%	4%	6	-8%	-14%	2	3%
CCOc1ccc(CCNC(=O)COC(=O)COc2ccc(Cl)cc2)cc1OCC	-13	0.3	5%	-5%	8	14%	-1%	2	14%
CCCCCCCCN1C(=O)[C@H](CC(=O)N2CCC(c3ccccc3)CC2)C[C@@]2(C(=O)OC)CC(C)(C)CC=C12	6	-0.9	-8%	-6%	-11	/	-8%	7	-7%
Cn1c(SCC(=O)Nc2cccc(S(=O)(=O)NC3=NCCCCC3)c2)nnc1-c1ccncc1	-2	-0.6	1%	-9%	-20	-1%	-9%	0	8%
Cc1ccc(C)c(NC(=O)CCN2C(=O)[C@@H]3Cc4ccccc4CN3C2=O)c1	-14	-0.4	-5%	-1%	-12	-5%	-14%	-3	3%
CCN1C(=O)c2ccccc2S(=O)(=O)c2ccc(C(=O)NCC(OC)OC)cc21	7	-2.5	-9%	-1%	-6	0%	-7%	-2	22%
CC(C)CN(C(=O)COC(=O)C12CC3CC(CC(C3)C1)C2)c1c(N)n(Cc2ccccc2)c(=O)[nH]c1=O	-2	-2.3	3%	2%	3	11%	-2%	1	-2%
CCn1nc(C)cc1C(=O)NC1CC(C)(C)Cc2c1cnn2-c1cccc(F)c1 (stereo not drawn)	2	0.3	0%	6%	18	13%	-3%	-6	?
COC(=O)c1cc(=O)[nH]c(SCc2cccc(C)c2)n1	3	-0.4	-1%	-3%	4	6%	-2%	5	4%
CCOc1cc2[nH]c(=O)n(CC3CCC(C(=O)NCCC(C)C)CC3)c(=O)c2cc1OCC (stereo not drawn)	14	0.5	-3%	-6%	0	13%	-6%	0	-4%
CN(C)CCNC(=O)COc1ccc(Cl)cc1Cl	1	0.1	-5%	-1%	12	-4%	1%	5	1%
COC(=O)CC(CP(=O)(O)CN(C)C=O)C(=O)OC (stereo not drawn)	4	0.4	4%	4%	4	-2%	2%	0	-5%
CC(=O)N1CCC2(CC1)C/C(=N\NC(=S)Nc1ccc(C)cc1)c1cc(O)ccc1O2	1	0.3	-9%	-2%	-6	-1%	-19%	-5	-27%

2 compounds from above, reduced to GLP-1R inv ag:
Molecule,GLP-1R inv ag
NC(=O)C1CCN(C(=O)N2c3ccccc3Sc3ccccc32)CC1,-24%
CCCOc1ccc(N2CC(C(=O)Nc3ncccc3C)CC2=O)cc1 (stereo not drawn),-16%

Filtered by structure: the compounds so far containing bromine
SMILES	DRD3 agonist	IL-2 act	WRN inhibitor	HEK293 tox	D3 antag	GLP-1R agonist	PLK1 PBD inh	PI5P4K alpha inh	GLP-1R inv ag
Cc1c(C(=O)Nc2ccccn2)oc2ccc(Br)cc12	-1	0.1	-4%[11.6 µM]	3%	-1	-2%	-9%	-25	8%
CCN=C(NS(=O)(=O)c1ccc(Br)cc1)c1ccc(Cl)cc1	-15	0.7	-2%	-5%	-4	0%	0%	4	14%

Next compounds
SMILES	DRD3 agonist	IL-2 act	WRN inhibitor	HEK293 tox	D3 antag	GLP-1R agonist	PLK1 PBD inh	PI5P4K alpha inh	GLP-1R inv ag
CN(C(=O)COC(=O)c1cccs1)c1c(N)n(Cc2ccccc2)c(=O)[nH]c1=O	7	-3.5	6%	8%	0	-5%	-1%	-6	9%
COc1ccccc1CNC(=O)COC(=O)CC1CC2CCC1C2 (stereo not drawn)	5	1.8	1%	-11%	13	-2%	4%	-6	3%
COc1ccc(-c2cc(C(=O)Nc3cccc(Cl)c3)no2)cc1	-4	1.6	-3%	0%	12	0%	1%	-3	57%[activator]
NS(=O)(=O)c1ccc(CCNC(=O)C2CCCN2C(=O)c2cccs2)cc1 (stereo not drawn)	-6	-0.4	2%	4%	4	-4%	-9%	7	4%
COCC(C)NCc1ccccc1C (stereo not drawn)	-2	-0.2	-3%	-3%	8	-14%	0%	3	2%
Cn1nccc1C(=O)N1CCN(S(=O)(=O)c2ccc(Br)s2)CC1	7	-2.4	-19%	5%	24	7%	-1%	3	-3%
CC(=O)Nc1ccc(C(=O)COC(=O)C2CC2C)c(F)c1 (stereo not drawn)	-1	-0.3	0%	-7%	-18	7%	-1%	-1	-16%
CCOC(=O)C1C(=O)C(=O)N(Cc2ccccc2)C1C(=O)OCC (stereo not drawn)	-13	0.3	-7%	-3%	0	2%	-4%	6	-12%

Looked up above.
`CCOC(=O)C1C(=O)C(=O)N(Cc2ccccc2)C1C(=O)OCC` (stereo not drawn) – GLP-1R inv ag: -12%
`COc1ccc(-c2cc(C(=O)Nc3cccc(Cl)c3)no2)cc1` – GLP-1R agonist: 0%
`COc1ccccc1CNC(=O)COC(=O)CC1CC2CCC1C2` (stereo not drawn) – D3 antag: 13
`CC(=O)Nc1ccc(C(=O)COC(=O)C2CC2C)c(F)c1` (stereo not drawn) – WRN inhibitor: 0%
